Pf apPOL block – Pf-apPOL DNA polymerase inhibition. Recombinant Pf-apPOL, molecular beacon fluorescence, 1.5 h. inhibition, % at 10 µM. actives 0.25% (n = 210,000)
mHTT-CaM PPI inh – disrupts binding of mutant huntingtin to calmodulin; actives 3.6% (n = 190,000); inhibition, % at 15 µM; AlphaScreen His-mHTT/GST-CaM binding, luminescence; P42858;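 note: 0% = both proteins with DMSO and 100% = one protein alone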
Target sequence (P42858 whole entry, looked up, stated change not applied): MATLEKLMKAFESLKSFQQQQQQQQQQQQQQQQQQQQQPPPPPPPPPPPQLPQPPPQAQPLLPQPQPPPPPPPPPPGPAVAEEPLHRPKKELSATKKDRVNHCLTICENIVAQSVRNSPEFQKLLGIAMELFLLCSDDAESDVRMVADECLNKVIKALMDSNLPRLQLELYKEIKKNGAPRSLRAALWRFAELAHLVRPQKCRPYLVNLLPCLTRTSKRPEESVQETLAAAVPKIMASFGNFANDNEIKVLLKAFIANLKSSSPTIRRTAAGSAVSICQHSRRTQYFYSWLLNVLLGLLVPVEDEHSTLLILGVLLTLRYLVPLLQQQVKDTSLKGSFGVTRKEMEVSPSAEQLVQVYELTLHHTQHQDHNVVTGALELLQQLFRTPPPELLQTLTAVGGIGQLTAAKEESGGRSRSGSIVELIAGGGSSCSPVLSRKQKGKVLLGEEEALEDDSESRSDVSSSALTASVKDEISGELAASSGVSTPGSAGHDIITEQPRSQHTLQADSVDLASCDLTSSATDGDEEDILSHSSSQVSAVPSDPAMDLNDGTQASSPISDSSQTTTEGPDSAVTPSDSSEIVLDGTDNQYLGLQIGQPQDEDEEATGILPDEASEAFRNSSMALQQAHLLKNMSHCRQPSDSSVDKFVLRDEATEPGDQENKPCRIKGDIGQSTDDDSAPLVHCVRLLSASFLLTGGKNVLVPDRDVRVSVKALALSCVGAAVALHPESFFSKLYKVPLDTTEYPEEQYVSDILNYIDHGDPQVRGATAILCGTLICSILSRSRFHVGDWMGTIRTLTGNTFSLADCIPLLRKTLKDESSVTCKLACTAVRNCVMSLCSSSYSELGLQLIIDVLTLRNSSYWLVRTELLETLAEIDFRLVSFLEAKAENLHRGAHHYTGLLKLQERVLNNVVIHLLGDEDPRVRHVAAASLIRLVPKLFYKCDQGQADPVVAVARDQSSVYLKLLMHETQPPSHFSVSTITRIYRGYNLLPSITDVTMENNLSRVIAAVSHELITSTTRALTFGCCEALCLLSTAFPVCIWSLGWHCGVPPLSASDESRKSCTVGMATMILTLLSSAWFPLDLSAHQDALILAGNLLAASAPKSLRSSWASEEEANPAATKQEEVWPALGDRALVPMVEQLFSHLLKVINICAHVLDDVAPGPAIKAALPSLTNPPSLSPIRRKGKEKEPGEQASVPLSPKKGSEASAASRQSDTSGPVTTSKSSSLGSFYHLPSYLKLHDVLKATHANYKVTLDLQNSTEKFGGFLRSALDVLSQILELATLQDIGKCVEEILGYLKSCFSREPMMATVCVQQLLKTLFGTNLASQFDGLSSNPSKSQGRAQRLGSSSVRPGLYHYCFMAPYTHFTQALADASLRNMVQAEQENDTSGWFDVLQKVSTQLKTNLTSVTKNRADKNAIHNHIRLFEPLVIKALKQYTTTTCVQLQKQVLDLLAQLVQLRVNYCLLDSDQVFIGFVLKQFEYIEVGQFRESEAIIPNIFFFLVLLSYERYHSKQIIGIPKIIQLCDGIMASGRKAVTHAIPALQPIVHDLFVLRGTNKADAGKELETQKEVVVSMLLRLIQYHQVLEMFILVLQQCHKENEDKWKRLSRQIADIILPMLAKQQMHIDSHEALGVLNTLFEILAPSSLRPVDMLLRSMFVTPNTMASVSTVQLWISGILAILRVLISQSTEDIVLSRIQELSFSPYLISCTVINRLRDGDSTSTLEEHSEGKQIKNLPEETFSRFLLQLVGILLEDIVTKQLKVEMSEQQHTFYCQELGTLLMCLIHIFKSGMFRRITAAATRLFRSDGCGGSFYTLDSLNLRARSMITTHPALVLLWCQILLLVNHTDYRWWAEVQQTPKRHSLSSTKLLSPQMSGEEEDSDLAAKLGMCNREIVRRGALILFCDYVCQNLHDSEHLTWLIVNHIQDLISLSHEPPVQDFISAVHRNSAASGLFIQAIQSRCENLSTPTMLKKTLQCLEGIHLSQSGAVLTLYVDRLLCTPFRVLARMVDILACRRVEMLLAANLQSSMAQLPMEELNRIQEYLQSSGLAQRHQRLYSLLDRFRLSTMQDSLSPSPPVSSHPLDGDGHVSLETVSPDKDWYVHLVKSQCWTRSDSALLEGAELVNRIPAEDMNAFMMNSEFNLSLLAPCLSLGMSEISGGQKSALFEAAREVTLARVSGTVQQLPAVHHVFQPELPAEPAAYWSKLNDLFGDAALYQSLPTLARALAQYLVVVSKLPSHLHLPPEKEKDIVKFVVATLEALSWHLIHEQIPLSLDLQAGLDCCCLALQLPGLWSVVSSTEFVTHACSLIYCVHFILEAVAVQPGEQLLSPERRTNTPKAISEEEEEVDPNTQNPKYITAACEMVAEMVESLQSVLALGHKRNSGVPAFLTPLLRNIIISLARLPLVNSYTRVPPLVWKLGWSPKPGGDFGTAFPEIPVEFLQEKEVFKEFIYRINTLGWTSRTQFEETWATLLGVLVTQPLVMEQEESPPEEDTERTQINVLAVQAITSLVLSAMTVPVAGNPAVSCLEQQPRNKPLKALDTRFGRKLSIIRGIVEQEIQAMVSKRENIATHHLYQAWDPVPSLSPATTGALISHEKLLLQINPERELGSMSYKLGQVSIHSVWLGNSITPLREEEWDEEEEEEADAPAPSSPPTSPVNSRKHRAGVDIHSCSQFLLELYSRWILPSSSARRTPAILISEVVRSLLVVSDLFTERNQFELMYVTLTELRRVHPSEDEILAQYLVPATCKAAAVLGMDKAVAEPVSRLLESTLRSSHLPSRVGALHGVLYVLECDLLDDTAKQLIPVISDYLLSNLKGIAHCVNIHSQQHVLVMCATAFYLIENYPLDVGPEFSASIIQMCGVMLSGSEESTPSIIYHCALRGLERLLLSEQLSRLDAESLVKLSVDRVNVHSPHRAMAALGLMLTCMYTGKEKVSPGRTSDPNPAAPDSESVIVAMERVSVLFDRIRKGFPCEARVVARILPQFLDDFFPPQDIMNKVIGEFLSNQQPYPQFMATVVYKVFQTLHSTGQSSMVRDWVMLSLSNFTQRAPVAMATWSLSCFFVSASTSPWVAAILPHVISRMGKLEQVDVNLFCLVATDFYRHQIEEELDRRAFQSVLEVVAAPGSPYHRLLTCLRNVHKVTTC
Numbers without * were called inactive; . = no result given; & = joins results of further samples. Cut-off read from the data, not from the text of the source: active = inhibition above about 50%; inactive = the rest. No enrichment for hits, and some 3.6% of all compounds hit somewhere here.

1) Cc1ccccc1NC(=O)N1CCN(Cc2nc3cccnc3n2-c2ccc(F)cc2)CC1
2) COc1ccc(CNC(C)CCc2ccccc2)cc1 (stereo not drawn)
3) CCOC(=O)/C=C1\CN(Cc2cc(OC)c(OC)c(OC)c2)S(=O)(=O)c2ccc(C(F)(F)F)cc21
4) O=C(COc1ccc(F)cc1)N1CC(OCc2ccc(F)cc2Cl)C1
5) COCC(C)NC(=O)c1cccc(OC)c1 (stereo not drawn)
Compound	1	2	3	4	5
Pf apPOL block	-8	2	22	-2	7
mHTT-CaM PPI inh	7	-4	8	0	-9

6) Cc1cc(C(=O)NC2CCCC2)nc2cc(-c3cccs3)nn12
7) CN(CCOc1ccccc1)S(=O)(=O)c1ccc2c(c1)oc1ccccc12
8) COc1cccc(-c2nnc(NC(=O)c3ccc(S(=O)(=O)N4CCCCCC4)cc3)o2)c1
9) Cc1cc(O)ccc1N/C=C(\C#N)c1nc2ccccc2o1
10) CCN(CC)C(=O)c1c(C)sc2ccn(C)c(=O)c12
Compound	6	7	8	9	10
Pf apPOL block	-6	.	-4	-3	1
mHTT-CaM PPI inh	-18	-31	11	8	-4

11) CCS(=O)(=O)N1CCCc2ccc(NC(=O)c3cccs3)cc21
12) O=C(Nc1cccc(Cl)c1)c1noc2c1CCCC2
13) CC(C)S(=O)(=O)c1csc(NC(=O)N2CCCCC2)c1Cl
14) CCOc1ccc(NC(=O)C23CCC(C)(C(=O)C2=O)C3(C)C)cc1 (stereo not drawn)
15) COc1ncccc1CN(C)C(=O)c1ccc(C(F)(F)F)s1
Compound	11	12	13	14	15
Pf apPOL block	-12	-3	-13	-8	2
mHTT-CaM PPI inh	-11	-10	.	0	-8

16) Nc1nn(-c2ccccc2)nc1C(=O)O
17) Cc1ccc(NC(=O)c2ccc(N3CCNCC3)c([N+](=O)[O-])c2)cc1
18) CCOc1ccc(NC(=O)Nc2nnc(CC(=O)Nc3ccc(C)cc3)s2)cc1
19) O=C(CSCc1ccc([N+](=O)[O-])cc1)NC1CC1
20) O=C(NCc1cccnc1)c1cc(S(=O)(=O)N2CCCCC2)ccc1F
Compound	16	17	18	19	20
Pf apPOL block	-14	-10	-5	6	-2
mHTT-CaM PPI inh	-1	15	-2	6	0

21) Oc1ccc(Cl)c2ccc(/C=C/c3ccccc3)nc12
22) O=C(NCC(O)c1cccs1)c1ccccc1F (stereo not drawn)
23) CCCCOc1ccc(C2=N/C(=C/c3ccc(OC)cc3OC)C(=O)O2)cc1
24) Fc1cc2c(c(CSc3nc4ccccc4s3)c1)OCOC2
25) COc1ccc(NC(=O)c2cc3c(CO)cnc(C)c3oc2=O)cc1OC
Compound	21	22	23	24	25
Pf apPOL block	-4	0	2	3	-6
mHTT-CaM PPI inh	44	-21	3	.	-1

26) CC(=O)Nc1ccc(CN2CCN(c3ccc(C(C)=O)cc3)CC2)cc1
27) Cc1ccc(N(CC(=O)O)S(C)(=O)=O)c(C)c1
28) COc1ccc(N2CCN(Cc3nc4cc(C)c(C)cc4[nH]c3=O)CC2)cc1
29) Clc1ccc(C=C2c3ccccc3-c3ccccc32)cc1
30) COCCNc1nc2c(c(=O)n(Cc3ccc(Cl)c(Cl)c3)c(=O)n2C)n1C
Compound	26	27	28	29	30
Pf apPOL block	-7	-2	1	-8	-1
mHTT-CaM PPI inh	-5	-6	2	.	5

31) COC(=O)c1ccccc1C(=O)N(CC1CCCO1)c1nc2c(Cl)cccc2s1 (stereo not drawn)
32) O=C(c1cncc(Br)c1)N1CCN(c2ccc([N+](=O)[O-])cc2)CC1
33) Cc1ccsc1-c1nc(-c2cccc(-c3ccnn3C)c2)no1
34) O=C1OC(c2ccc([N+](=O)[O-])cc2)=N/C1=C\C=C\c1ccccc1
35) COc1ccc(-c2noc(COc3cccc(C)c3C)n2)cc1OC
Compound	31	32	33	34	35
Pf apPOL block	-2	4	-2	-6	1
mHTT-CaM PPI inh	-14	2	-9	8	-10

36) CCN(C(=O)Cn1cnc2c(-c3ccc(F)cc3)csc2c1=O)c1ccccc1
37) CCC(=O)N1CCCN(C2=NS(=O)(=O)C(c3ccc(C)c(C)c3)=C2C)CC1
38) COc1cccc(CNC(=O)C2CC(=O)N(c3ccc4oc(C)nc4c3)C2)c1OC (stereo not drawn)
39) O=C(c1cc(Br)ccc1Cl)N1CCN(c2ccc(-n3ccnc3)nn2)CC1
40) CCn1c(=O)c2c(ncn2CC)n(-c2ccc(F)cc2)c1=O
Compound	36	37	38	39	40
Pf apPOL block	-5	3	-4	5	-1
mHTT-CaM PPI inh	-6	4	6	0	2

The last 4 compounds of the part above lead into the next:
37) CCC(=O)N1CCCN(C2=NS(=O)(=O)C(c3ccc(C)c(C)c3)=C2C)CC1
38) COc1cccc(CNC(=O)C2CC(=O)N(c3ccc4oc(C)nc4c3)C2)c1OC (stereo not drawn)
39) O=C(c1cc(Br)ccc1Cl)N1CCN(c2ccc(-n3ccnc3)nn2)CC1
40) CCn1c(=O)c2c(ncn2CC)n(-c2ccc(F)cc2)c1=O
41) CN1c2ccc(Cl)cc2C(=O)NC12CCN(C(=O)c1ccc3c(c1)OCO3)CC2
42) CCn1cc(SCC(=O)Nc2ccc(OC)cc2OC)c2ccccc21
43) CCOc1cccc2cc(-c3cc(=O)oc4cc(OC(=O)N(CC)CC)ccc34)c(=O)oc12
44) CC(C)c1nnc2n1CCN(C(=O)c1cc(-c3ccccc3)n[nH]1)C2
45) c1ccc(COc2ccc(OCCCn3ccnc3)cc2)cc1
Compound	37	38	39	40	41	42	43	44	45
Pf apPOL block	3	-4	5	-1	-1	-4	-7	-6	-1
mHTT-CaM PPI inh	4	6	0	2	-7	-2	0	-3	20

46) COc1ccc(NS(=O)(=O)c2ccc3c(c2)CC(C)N3C(C)=O)cc1 (stereo not drawn)
47) O=C(NCc1ccc(C(F)(F)F)cc1)c1cn2ccccc2n1
48) Cc1cc(Br)c(NC(=O)c2ccc(Cl)cc2)cc1C
49) Cc1ccc(C(=O)Nc2nc(C)c(C)s2)o1
50) CSc1scc(NS(=O)(=O)c2ccc(Cl)cc2)c1S(=O)(=O)C(C)C
Compound	46	47	48	49	50
Pf apPOL block	-2	0	-2	-5	1
mHTT-CaM PPI inh	0	0	-2	-3	.

51) CCN(CCCNC(=O)CCc1nnc2ccc(-c3ccccc3)nn12)c1ccccc1
52) CC1(C)CCCC(C)(C2CCC3(C)C2C(O)CC2C4(C)CCC(O)C(C)(C)C4C(O)CC23C)O1 (stereo not drawn)
53) O=c1c2ccccc2nc(CSc2ncnc3nc[nH]c23)n1-c1cccc(C(F)(F)F)c1
54) Cn1c(=O)c2c(nc3n(CCc4ccccc4)c(-c4ccc(Cl)cc4)cn23)n(C)c1=O
55) Cc1ccc(Oc2nccnc2SCC(=O)Nc2ccc(C)c(C)c2)cc1
Compound	51	52	53	54	55
Pf apPOL block	-11	-12	0	4	0
mHTT-CaM PPI inh	33	.	14	16	-6

Continued; it opens with the 4 that closed the last part.
52) CC1(C)CCCC(C)(C2CCC3(C)C2C(O)CC2C4(C)CCC(O)C(C)(C)C4C(O)CC23C)O1 (stereo not drawn)
53) O=c1c2ccccc2nc(CSc2ncnc3nc[nH]c23)n1-c1cccc(C(F)(F)F)c1
54) Cn1c(=O)c2c(nc3n(CCc4ccccc4)c(-c4ccc(Cl)cc4)cn23)n(C)c1=O
55) Cc1ccc(Oc2nccnc2SCC(=O)Nc2ccc(C)c(C)c2)cc1
56) Cc1cccc(CNC(=O)c2nn(C)c3c2CN(C(=O)c2cccc(C)c2)CC3)c1
57) O=C(Nc1nc(-c2cc3ccccc3oc2=O)cs1)c1ccc(Br)s1
58) COc1c2c(cc3oc(COC4OC(CO)C(O)C(O)C4O)cc(=O)c13)OC(C(C)(C)O)C2 (stereo not drawn)
59) CC(C)N1Cc2cc(C(=O)Nc3cccc4c3CCCC4)sc2C1
60) Nc1ccc(Cl)c2c1C(=O)c1ccccc1C2=O
Compound	52	53	54	55	56	57	58	59	60
Pf apPOL block	-12	0	4	0	-7	75*	-8	3	3
mHTT-CaM PPI inh	.	14	16	-6	74*	-8	.	22	59*

61) Cc1cc(C)n(CCNC(=O)C(=O)Nc2ccc3c(c2)N(S(C)(=O)=O)CCC3)n1
62) Fc1ccc(SCCc2ccncc2)cc1
63) CCCNC(=O)C1CCN(c2nc3ccsc3c(=O)n2Cc2ccc(C)cc2)CC1
64) CCCCCCN1CCN(C2CN(Cc3cn(Cc4cc(C)cc(C)c4)nn3)S(=O)(=O)C2)CC1 (stereo not drawn)
65) CC(=O)c1cccc(NC(=O)COc2ccc(Cl)cc2)c1
Compound	61	62	63	64	65
Pf apPOL block	15	-5	-2	-1	0
mHTT-CaM PPI inh	-5	-5	13	-2	-13

66) COc1cccc(CNC(=O)C2CCCN(C(=O)c3ccccc3F)C2)c1OC (stereo not drawn)
67) CN(C)C(=O)c1cc2c(s1)CCC(C(=O)NCc1ccco1)C2 (stereo not drawn)
68) CC(C)n1c(C2CCN(C(=O)Nc3ccccc3)C2)nc2ccncc21 (stereo not drawn)
69) CN(C)CCNC(=O)C1CCN(c2ccc(Cl)c(Cl)c2)C1=O (stereo not drawn)
70) O=c1c(-c2ccc3c(c2)OCCO3)coc2c(CN3CCCCC3)c(O)ccc12
Compound	66	67	68	69	70
Pf apPOL block	-18	-3	-12	-8	-8
mHTT-CaM PPI inh	26	-3	-1	10	-3

71) COc1ncccc1CNC(=O)c1ccc(F)cc1F
72) CCN(C(=O)c1ccc(Br)cc1)c1ccccc1C
73) CCc1ccccc1NC(=O)CCCn1nc([N+](=O)[O-])c(Cl)c1C
74) COc1ccc(C2NCCc3[nH]cnc32)cc1CSC1=NC2CCCCC2N1 (stereo not drawn)
75) COc1ccc(N2CCN(CC(O)COc3ccc(C(C)=O)cc3)CC2)cc1 (stereo not drawn)
Compound	71	72	73	74	75
Pf apPOL block	0	-14	-4	.	-2
mHTT-CaM PPI inh	-4	-9	-1	30	4

Copied from the list.
Under mHTT-CaM PPI inh, #72 is entered as -9
Under mHTT-CaM PPI inh, #71 is entered as -4
Under mHTT-CaM PPI inh, #74 is entered as 30
Under mHTT-CaM PPI inh, #75 is entered as 4
Under mHTT-CaM PPI inh, #73 is entered as -1

(listing goes on)
76) CCc1ncn2ccn(Cc3cccc(OC)c3)c(=O)c12
77) O=S(=O)(NC(c1ccc(Cl)s1)C(Cl)(Cl)Cl)c1ccccc1 (stereo not drawn)
78) O=C(NCc1c(F)cccc1F)C(=O)Nc1ccncc1
79) N#CC1=C(N)SC(N)=C(C#N)C1c1ccc(Cl)c([N+](=O)[O-])c1
80) NNC(=O)c1ncoc1-c1ccc(Cl)cc1
Compound	76	77	78	79	80
Pf apPOL block	-1	6	-2	-5	4
mHTT-CaM PPI inh	-4	-4	-10	77*	.

81) CCN1CCN(C(=O)c2cc3cc4ccc(OC)cc4nc3o2)CC1
82) C=CCN(c1nc(C)c(Br)c(OC)n1)S(=O)(=O)c1ccc(C)cc1
83) CC1(C(=O)NCc2cccc(F)c2)CCCN(C(=O)Cc2cccs2)C1 (stereo not drawn)
84) NC(=O)c1cc(NC(=O)c2cccc([N+](=O)[O-])c2)ccc1N1CCCCC1
85) COc1ccc(C2=N/C(=C/c3coc4ccccc4c3=O)C(=O)O2)c(Br)c1
Compound	81	82	83	84	85
Pf apPOL block	-2	-2	-4	-4	-20
mHTT-CaM PPI inh	2	-42	-9	0	-15

86) CC1CN(S(=O)(=O)c2ccc(Cl)c(C(=O)Nc3ccccc3[N+](=O)[O-])c2)CC(C)O1 (stereo not drawn)
87) CCOc1cn(-c2ccc(F)cc2)nc1C(=O)NCc1cccs1
88) COc1ccc2c(=O)cc(-c3ccccc3)oc2c1
89) Cn1nnc(-c2cc(Cl)cc(Cl)c2)n1
90) CN1OCC(S(=O)(=O)N(C)C2CCCCC2)C1c1ccc(F)cc1 (stereo not drawn)
Compound	86	87	88	89	90
Pf apPOL block	-1	-60	-7	0&-2	-3
mHTT-CaM PPI inh	22	-7	-3	.	-9

Next part; the last four above are carried over.
87) CCOc1cn(-c2ccc(F)cc2)nc1C(=O)NCc1cccs1
88) COc1ccc2c(=O)cc(-c3ccccc3)oc2c1
89) Cn1nnc(-c2cc(Cl)cc(Cl)c2)n1
90) CN1OCC(S(=O)(=O)N(C)C2CCCCC2)C1c1ccc(F)cc1 (stereo not drawn)
91) CCCN(CCC)S(=O)(=O)c1ccc(C(=O)Nc2nc(-c3ccccn3)cs2)cc1
92) COc1ccccc1NC(=O)N1CCC(N2CCN(Cc3ccc(F)cc3)C2=O)CC1
93) COc1ccc(Cn2cc(Br)c(=O)[nH]c2=O)cc1[N+](=O)[O-]
94) CCC(=O)NCc1csc(C2CCN(S(=O)(=O)Cc3ccc(Cl)cc3)CC2)n1
95) Cc1ccc(C2Cn3nnc(C(=O)N4CCN(C(=O)c5cccs5)CC4)c3CO2)cc1 (stereo not drawn)
96) O=C(CC1(O)C(=O)Nc2ccc(Cl)cc21)c1ccc2c(c1)OCCO2 (stereo not drawn)
97) COc1ccc(-n2nc(C(=O)N3CCCC(C)C3)c3ccccc3c2=O)cc1 (stereo not drawn)
Compound	87	88	89	90	91	92	93	94	95	96	97
Pf apPOL block	-60	-7	0&-2	-3	-7	0	-14	0	-8	-4	0
mHTT-CaM PPI inh	-7	-3	.	-9	88*	-2	1	-8	1	0	2

Screening results as filed in PubChem BioAssay.
